TNAP activators – stimulation of alkaline phosphatase TNAP activity – biochemical, luminescent, no phosphate acceptor, uHTS, primary screen (AID 1001); purified TNAP, luminescent activation assay, no phosphate acceptor; higher activation fold means a stronger effect; 0.03% of 200,000 active; one-dose activation fold at 20 µM; EC50 in µM for titrated hits; in the data active means activation fold from about 3, or a potency from the dose series; inactive means the rest, 99 in 100 with activation fold below about 1.6; further: many of its hits are not listed in these tables
PMI inhibition – MPI inhibition at elevated mannose 6-phosphate – biochemical, fluorescence intensity, high mannose 6-phosphate, primary screen (AID 1220) | recombinant PMI enzyme, coupled fluorescence intensity; higher % means a stronger effect | one-dose inhibition, % at 20 µM; IC50 in µM for titrated hits | 0.66% of 190,000 active
UTI89 phage lysis – inhibition of K1F phage lysis, E. coli UTI89, bacterial capsule biogenesis inhibitors, alamar blue (AID 488966); E. coli UTI89 K1F phage lysis, alamar blue, 2 h; higher % means a stronger effect; one-dose inhibition, % at 100 µM; IC50 in µM for titrated hits; 0.02% of 340,000 active;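 active means phage lysis inhibition, versus mean bacterial control, above a set limit; inconclusive means no clear call, values can overlap the other calls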;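 further: capsule biogenesis inhibitors block K1F phage lysis so surviving cells raise fluorescence; higher fluorescence means more inhibition of phage lysis; actives were called in the ten point dose series up to 300 µM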
ER stress rescue – rescue of cells from ER stress-induced death, primary screen, 384-well, CSM14.1, thapsigargin, ATP luminescence (AID 1222). 190,000 tested, under 10 active. one-dose cellular ATP content (survival), % at 20 µM; EC50 in µM for titrated hits. CSM14.1 thapsigargin-induced death rescue, ATP luminescence; higher % means a stronger effect;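 active means EC50 below 50 µM in the dose-response confirmation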;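 further: death triggered by thapsigargin at about 15 µM added after 2 h compound pretreatment; cell ATP read after overnight thapsigargin exposure of roughly 18 to 22 hours; normalized against plate controls of thapsigargin alone and 5% DMSO vehicle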
Lipid droplet – hepatic lipid droplet formation modulation | AML12 mouse hepatocytes, oleate lipid droplets, BODIPY imaging | 0.4% of 240,000 active | inhibition, % at 6.5 µM | AID 1656;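 active means lipid droplet intensity inhibited by at least 50%, with more than 500 cells counted; inconclusive means wells with under 300 cells, treated as cytotoxic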
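Assay system: AML12 hepatocytes (mouse) / Also added: 100 µM oleic acid challenge / Times: overnight treatment with compound plus oleate / Detection: high-content imaging of BODIPY-stained droplets and DAPI nuclei / Evaluation: % inhibition of lipid droplet signal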
Myeloid diff MLP – compounds promoting myeloid differentiation; AID 624256; 1% of 360,000 active; calls only at 10 µM; ER-HoxA9 myeloid progenitors, lysozyme-GFP differentiation, flow cytometry;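 active means normalized GFP-positive differentiation at or above the plate's own cutoff, the solvent-only control mean plus 3 SD; inconclusive means no clear call, values can overlap the other calls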;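 further: cells exposed to compound for four days before flow analysis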
M1AAP inhibition – P. falciparum M1AAP inhibitors, biochemical, fluorogenic H-Leu-NHMec substrate, 1536-well (AID 1445) | inhibition, % at 30 µM; hits with a dose series show IC50 in µM | 0.42% of 220,000 active | recombinant M1AAP, H-Leu-NHMec fluorogenic kinetic assay; higher % means a stronger effect;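 active means primary inhibition above the hit cutoff, then over 50% inhibition at one or more dose response concentrations, cut at about 23% in these data, passing the limit was not always enough; inconclusive means conflicting primary data, or primary hits not chosen for dose response; inactive means low primary inhibition, or under 50% at every dose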;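 further: plate controls were DMSO full reaction for no effect and no enzyme background for full effect; strong numbers were not always called active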
WT yeast gro inh – growth inhibition of WT yeast, mitochondrial fusion screen. mitochondrial fusion phenotypic screen, WT strain. inhibition, % at 10 µM. 2.1% of 190,000 active; in the data active means inhibition above about 58%; tested in S. cerevisiae
human PMI inhibition – inhibitors of human PMI, primary screen, biochemical, fluorescence intensity, coupled assay (AID 1209); purified PMI enzyme, coupled fluorescence intensity; higher % means a stronger effect; inhibition, % at 20 µM; hits with a dose series show IC50 in µM; 0.42% of 190,000 active;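 further: plate controls were DMSO vehicle for no effect and wells lacking substrate for full effect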
WT yeast gro inh mutant strain – second read-out of WT yeast gro inh, no call of its own (marks repeat the call); inhibition, %; mitochondrial fusion phenotypic screen, mutant strain inhibition
Lipid droplet cells 6.5 µM – recorded beside Lipid droplet, whose call it bears; cell count; measured here: cell count, cytotoxicity flag;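 cells counted across two imaged fields per well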
Myeloid diff MLP GFP+ MAC1+ % – recorded beside Myeloid diff MLP, whose call it bears; GFP+ MAC1+ double positive, %; measured here: differentiation confirmed by MAC1 staining
Starred values were filed as active, the others as inactive; i = inactive; ? = inconclusive; / = no result given; & = joins results of further samples; [ ] = another dose, or the depositor's remark. Unless noted, no stated cut-off is given here; in the data, active means inhibition above about 50%; inactive means the rest.

smiles,TNAP activators,PMI inhibition,UTI89 phage lysis,ER stress rescue,Lipid droplet,Lipid droplet cells 6.5 µM,Myeloid diff MLP,Myeloid diff MLP GFP+ MAC1+ %,M1AAP inhibition,WT yeast gro inh,WT yeast gro inh mutant strain,human PMI inhibition
O=C1/C(=C/c2cccc([N+](=O)[O-])c2)CSc2ccc(Cl)cc21,/,/,-0.6%,/,4,727,i,0.4,6%,/,/,/
O=C(OCc1csc(-c2ccccc2)n1)c1ccccc1O,1.1,8%,-0.4%,-1.7%,-6,563,i,0.4,7%,45,28,6%
Fc1ccccc1COc1ccc2ccccc2c1CNc1nn[nH]n1,0.9,-2%,1.6%,-2.3%,17,694,i,0.0,13%,-8,-5,-12%
COc1ccc(NC(=O)Cn2nnc(-c3ccccc3NS(=O)(=O)c3ccccc3)n2)cc1,0.8,3%,0.0%,-2.2%,10,581,i,0.0,4%,14,-21,11%
CCOC(=O)CC(=O)CSc1nc(-c2cccnc2)ccc1C#N,1.1,-18%,0.3%,-1.4%,4,649,i,6.8,19%,14,13,-4%
Cc1ccc(NC(=O)Nc2ccc(Cl)cc2)c(Br)c1,1.2,-5%,3.1%,-1.1%,5,681,i,0.8,-1%,30,10,-6%
Cc1c(N=Cc2c(O)n(Cc3ccco3)c(=O)c3ccccc23)c(=O)n(-c2ccccc2)n1C,1&1.1,24%&8%,4.5%,4.4%&1.7%,4,759,i,0.5,5%,10,-6,-14%&5%
O=C(O)c1ccc(NC(=O)c2cn(-c3ccccc3)nc2-c2ccc(F)cc2)cc1,1.1,-2%,0.1%,-1.2%,0,681,i,0.4,11%,-2,12,-18%
CC[C@H](C)[C@@H](C(=O)N1CCNCC1)n1cc([C@@H](N)CC(C)C)nn1,1.1,-6%,0.0%,-0.7%,-6,689,i,2.2,2%,-12,11,-10%
Cc1nc2ccccn2c1C(=O)NNS(=O)(=O)c1ccc(C(C)(C)C)cc1,1.4,-6%,1.0%[50 µM],1.2%,7,639,i,0.4,2%,4,19,-8%
Cc1ccc(S(=O)(=O)N(CC(=O)N/N=C/c2ccco2)c2cc(Cl)cc(Cl)c2)cc1,1.3,16%,0.6%[50 µM],0.5%,-19,683,i,0.7,-1%,1,5,25%
Cc1c(NC(=O)c2cccs2)cccc1[N+](=O)[O-],1.1,-7%,0.2%,-0.6%,-3,684,i,0.4,7%,-6,-1,2%
O=C(Nc1cccc(Oc2ccc(C(=O)O)c(C(=O)O)c2)c1)c1ccc(-c2ccccc2)cc1,/,/,-0.3%,/,0,662,i,1.3,45µM*,/,/,/
O=C(NNC1=NS(=O)(=O)c2ccccc21)c1ccc(Cl)cc1,1.1,-3%,0.8%,-1.9%,5,629,i,0.3,9%,-2,-10,-4%
O=C(Nc1ccc2c(c1)CCC2)Nc1ccc2c(c1)OCO2,1.1,11%,0.0%,-1.7%,-6,696,i,1.3,2%,-6,-6,-2%
CCCNC(=O)Cn1nc(C(F)(F)F)cc1C,1.1,/,0.4%,1.7%,9,689,i,0.1,2%,-7,9,/
CCOC(=O)C1CCN(S(=O)(=O)c2ccc(OC)c(Cl)c2Cl)CC1,1.1,0%,-0.2%,-0.6%,11,760,i,0.6,1%,-7,10,5%
CN(C)/C=C/C(=O)c1ccccc1F,0.9,4%,-0.1%,-0.7%,-2,667,i,0.8,-1%,-10,11,-1%
Cc1cc(N2CC34C=CC(O3)C(C(=O)O)C4C2=O)no1 (stereo unspecified),1.1,-11%,-0.1%,-2.3%,-7,746,i,2.3,-4%,3,1,-7%
Cc1nc2ccc(NC(=O)N3CCC(c4ccccc4)C3)cc2nc1C (stereo unspecified),1.1,0%,-0.6%,/,-9,701,i,0.5,4%,8,15,11%
Cc1ccc(C(C(=O)NCc2ccccc2)N(Cc2cccs2)C(=O)c2ccc3c(c2)OCCO3)cc1 (stereo unspecified),1.5,0%,0.9%,-4.6%,8,659,i,0.2,2%,69*,22*,13%
CCOC(=O)c1c(CN2CCN(c3ccccc3)CC2)oc2ccc(O)cc12,1,10%,0.6%,/,-6,579,i,1.1,-3%,23,22,17%
CC(=O)NC(=O)Nc1sc(=S)n(C)c1C,1,3%,-0.6%,-0.2%,/,/,i,1.9,2%,1,9,3%
COc1ccccc1NC(C)=O,1.2,10%,-0.6%,-0.9%,/,/,i,0.2,2%,-2,0,12%
CC(=O)c1ccccc1NC(=O)CSc1nnc2ccccn12,0.9,-1%,3.6%[50 µM],1.2%,6,807,/,/,1%,-8,-4,3%
Cc1ccccc1-n1c(SCC(=O)N/N=C/c2sccc2C)nc2ccccc2c1=O,1.1,-1%,1.4%[50 µM],-0.6%,18,633,i,1.3,-8%,6,3,1%
CN(C)c1ccnc2sc3c(=O)n(Cc4ccccc4)cnc3c12,1.1,-3%,3.2%,-1.4%,/,/,i,0.9,9%,18,1,-3%
Cc1ccnc(NS(=O)(=O)Cc2ccccc2)c1,1,5%,0.4%,-0.9%,/,/,i,0.8,7%,-5,3,-2%
Nc1c(C(=O)c2ccccc2)sc2c1c(=O)[nH]c(=O)n2-c1ccccc1,1.4,1%,0.3%,-2.1%,-6,707,i,0.8,11%,-4,-3,15%
Cc1cccc(C)c1NC(=O)C(NC(=O)c1ccccn1)c1ccccc1[N+](=O)[O-] (stereo unspecified),1,18%,0.0%,0.2%,9,723,i,0.3,8%,4,8,21%
COCCNC(=S)Nc1ccc([N+](=O)[O-])cc1C,1,12%,-0.2%,-0.7%,-8,714,i,0.5,10%,6,8,2%
O=C(NCc1ccc2c(c1)OCO2)c1cc(-n2cnnc2)ccc1Cl,1.1,10%,0.4%,/,-8,774,i,0.3,33%,5,13,29%
O=c1[nH]n(Cc2ccccc2)c(=O)c2ccccc12,1.1,-4%,5.9%,8.6%,/,/,i,3.6,3%,22,27,-2%
CN1C2CCC1CC(NC(=O)c1ccc(Cl)cc1)C2 (stereo unspecified),/,/,-0.8%,/,6,748,i,0.4,0%,/,/,/
Cc1nn2c(-c3ccc(Cl)cc3)nnc2s1,1.1,1%,0.3%,-0.1%,/,/,i,0.7,-1%,-7,7,-3%
CC1(C)CC[C@]2(C(=O)O)CC[C@]3(C)C(=CCC4[C@@]5(C)CC[C@H](O)C(C)(C)C5CC[C@]43C)C2C1 (stereo partly specified),1,-22%,0.1%,-1.9%,16,728,i,0.9,-3%,0,-6,-24%
CCOC(=O)C1C2C=CC3(CN(C4CCCC4)C(=O)C13)O2 (stereo unspecified),1.1,3%,0.1%,-1.6%,5,767,i,1.4,7%,-10,-17,0%
COC(=O)C(O)(CC(=O)Nc1ccc(OC)cc1)C(F)(F)F (stereo unspecified),1,11%,0.6%,-0.9%,-21,734,i,0.7,0%,4,-7,4%
O=C(CCCCCn1c(SCc2ccncc2)nc2ccccc2c1=O)NCc1ccco1,1.1,3%,-0.6%,1.3%,-9,713,i,2.2,18%,-2,-2,-6%
CC(C)(C)NS(=O)(=O)c1ccc(NC(=O)C2CCCCC2)cc1,1.1,3%,0.4%,-0.2%,2,702,i,0.4,1%,21,3,-1%
CCOC(=O)c1ccc(NC(=O)COc2ccccc2CNC2CCCC2)cc1,1.3,2%,0.1%,-3.5%,7,685,i,0.7,-8%,7,17,0%
C=CCn1c(Sc2ncc([N+](=O)[O-])s2)n[nH]c1=O,/,/,0.0%,/,0,775,?,/,1%,/,/,/
COc1ccc(/C=N\NC(=O)c2cc(OCC(F)(F)F)ccc2OCC(F)(F)F)cc1,1,18%,0.3%,-2.8%,8,682,i,1.0,16%,8,18,13%
Cc1ccc(/C=C/c2nnc(-c3cccs3)o2)cc1,1.1,-2%,0.3%,-1.6%,/,/,i,4.7,5%,13,-8,5%
Cc1ccc(NC(=O)c2cc(-c3ccccc3)nn2-c2ccccc2)cc1,1.2,10%,0.4%,1.2%,29,664,i,0.3,-2%,66*,26*,18%

Single entries from the list:
Entry of O=C(O)c1ccc(NC(=O)c2cn(-c3ccccc3)nc2-c2ccc(F)cc2)cc1 in Myeloid diff MLP GFP+ MAC1+ %: 0.4
Entry of O=C(OCc1csc(-c2ccccc2)n1)c1ccccc1O in WT yeast gro inh: 45
Entry of COCCNC(=S)Nc1ccc([N+](=O)[O-])cc1C in Myeloid diff MLP GFP+ MAC1+ %: 0.5

Given as labelled records: part of the list above.
COC(=O)C(O)(CC(=O)Nc1ccc(OC)cc1)C(F)(F)F (stereo unspecified)
  TNAP activators: 1
  PMI inhibition: 11%
  UTI89 phage lysis: 0.6%
  ER stress rescue: -0.9%
  Lipid droplet: -21
  Lipid droplet cells 6.5 µM: 734
  Myeloid diff MLP: i
  Myeloid diff MLP GFP+ MAC1+ %: 0.7
  M1AAP inhibition: 0%
  WT yeast gro inh: 4
  WT yeast gro inh mutant strain: -7
  human PMI inhibition: 4%
O=C(CCCCCn1c(SCc2ccncc2)nc2ccccc2c1=O)NCc1ccco1
  TNAP activators: 1.1
  PMI inhibition: 3%
  UTI89 phage lysis: -0.6%
  ER stress rescue: 1.3%
  Lipid droplet: -9
  Lipid droplet cells 6.5 µM: 713
  Myeloid diff MLP: i
  Myeloid diff MLP GFP+ MAC1+ %: 2.2
  M1AAP inhibition: 18%
  WT yeast gro inh: -2
  WT yeast gro inh mutant strain: -2
  human PMI inhibition: -6%

Outcome played no part in choosing rows (roughly 4.6% active in at least one column).
